Cav3 T inh – blocks human Cav3.2 T-type calcium channel; O95180; Cav3.2-expressing cells, Fluo-4 calcium fluorescence FDSS; hits give low values; B-score at 10 µM; actives 4% (n = 100,000); AID 449739;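 active = single-dose well whose peak fluorescence ratio is a statistical outlier from its plate by either plate-standardised score or position-corrected B-score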
Target sequence (O95180 whole entry, looked up): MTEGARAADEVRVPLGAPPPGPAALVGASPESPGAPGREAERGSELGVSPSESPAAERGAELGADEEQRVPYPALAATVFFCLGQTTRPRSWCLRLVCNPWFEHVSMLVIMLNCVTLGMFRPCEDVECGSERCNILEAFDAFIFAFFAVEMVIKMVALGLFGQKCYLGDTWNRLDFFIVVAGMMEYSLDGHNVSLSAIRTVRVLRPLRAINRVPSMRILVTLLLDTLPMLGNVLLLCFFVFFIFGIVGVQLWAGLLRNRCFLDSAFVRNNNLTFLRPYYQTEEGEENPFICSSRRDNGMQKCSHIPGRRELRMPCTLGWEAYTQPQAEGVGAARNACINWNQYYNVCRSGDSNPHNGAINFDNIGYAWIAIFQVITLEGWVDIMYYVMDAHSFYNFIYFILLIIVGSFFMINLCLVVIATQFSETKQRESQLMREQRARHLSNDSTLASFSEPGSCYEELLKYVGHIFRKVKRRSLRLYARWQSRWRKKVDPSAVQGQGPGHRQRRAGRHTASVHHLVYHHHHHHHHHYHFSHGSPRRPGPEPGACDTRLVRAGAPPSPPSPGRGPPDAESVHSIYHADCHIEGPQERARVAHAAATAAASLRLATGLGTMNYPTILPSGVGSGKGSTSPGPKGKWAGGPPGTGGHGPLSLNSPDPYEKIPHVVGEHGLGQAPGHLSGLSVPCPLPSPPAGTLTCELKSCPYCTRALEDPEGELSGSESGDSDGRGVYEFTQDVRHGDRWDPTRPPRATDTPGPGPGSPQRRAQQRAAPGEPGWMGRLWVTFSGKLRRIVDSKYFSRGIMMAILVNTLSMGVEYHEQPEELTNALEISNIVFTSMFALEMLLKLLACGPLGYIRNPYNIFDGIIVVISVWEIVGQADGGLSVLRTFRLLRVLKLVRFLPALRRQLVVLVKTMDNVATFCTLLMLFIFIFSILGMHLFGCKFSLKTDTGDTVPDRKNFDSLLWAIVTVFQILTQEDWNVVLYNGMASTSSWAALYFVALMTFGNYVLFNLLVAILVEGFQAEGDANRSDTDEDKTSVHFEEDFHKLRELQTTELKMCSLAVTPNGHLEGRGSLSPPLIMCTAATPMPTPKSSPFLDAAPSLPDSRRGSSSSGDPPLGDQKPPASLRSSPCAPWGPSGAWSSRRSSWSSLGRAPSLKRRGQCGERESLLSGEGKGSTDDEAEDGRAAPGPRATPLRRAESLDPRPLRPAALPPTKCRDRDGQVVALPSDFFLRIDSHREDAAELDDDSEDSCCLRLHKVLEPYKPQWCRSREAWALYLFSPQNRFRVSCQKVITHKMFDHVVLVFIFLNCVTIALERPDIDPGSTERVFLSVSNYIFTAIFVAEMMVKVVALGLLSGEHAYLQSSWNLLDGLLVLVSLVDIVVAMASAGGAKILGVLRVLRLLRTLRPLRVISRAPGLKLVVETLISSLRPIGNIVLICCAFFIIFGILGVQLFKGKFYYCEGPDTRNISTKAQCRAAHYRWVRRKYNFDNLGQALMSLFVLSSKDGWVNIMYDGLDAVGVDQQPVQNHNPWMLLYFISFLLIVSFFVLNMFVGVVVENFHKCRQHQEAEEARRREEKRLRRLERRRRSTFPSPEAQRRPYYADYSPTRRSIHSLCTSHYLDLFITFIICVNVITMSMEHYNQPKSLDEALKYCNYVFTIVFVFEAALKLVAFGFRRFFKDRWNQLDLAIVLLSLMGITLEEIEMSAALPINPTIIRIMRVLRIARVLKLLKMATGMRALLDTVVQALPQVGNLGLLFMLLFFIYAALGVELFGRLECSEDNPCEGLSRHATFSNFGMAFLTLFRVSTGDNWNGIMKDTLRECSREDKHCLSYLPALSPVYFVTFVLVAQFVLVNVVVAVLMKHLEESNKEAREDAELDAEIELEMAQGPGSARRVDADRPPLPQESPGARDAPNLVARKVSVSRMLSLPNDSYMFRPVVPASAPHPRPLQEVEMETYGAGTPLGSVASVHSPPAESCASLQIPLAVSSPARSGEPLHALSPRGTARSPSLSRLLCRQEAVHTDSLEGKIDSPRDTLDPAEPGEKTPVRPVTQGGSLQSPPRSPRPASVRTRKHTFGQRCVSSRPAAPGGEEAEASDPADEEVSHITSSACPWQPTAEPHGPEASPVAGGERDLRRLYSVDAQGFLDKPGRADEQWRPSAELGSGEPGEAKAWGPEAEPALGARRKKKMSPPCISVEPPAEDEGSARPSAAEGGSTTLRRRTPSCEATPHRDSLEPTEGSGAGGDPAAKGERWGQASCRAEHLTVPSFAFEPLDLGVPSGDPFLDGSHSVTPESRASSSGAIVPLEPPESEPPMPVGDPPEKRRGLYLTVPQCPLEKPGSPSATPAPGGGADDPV
Numbers without * were called inactive. The list is partial; count on the stated rates, not on these rows.

| Cav3 T inh | canonical_smiles |
| --- | --- |
| -1.7 | CCc1ccc(OCC(=O)N/N=C2\CC(=O)c3ccccc32)cc1 |
| 0.32 | COc1ccc(NC(=O)C(C)N(c2ccc(C)cc2)S(C)(=O)=O)c(OC)c1 (stereo unspecified) |
| -2.4 | CCOc1ccccc1CNC(=O)c1cc2occc2n1C |
| 0.035 | CC1CCC(NC(=O)Nc2cccs2)CC1 (stereo unspecified) |
| 0.68 | Cc1cc(NC(=O)COc2ccccc2)n(-c2ccccc2)n1 |
| 0.85 | c1ccc(NC(=NCc2ccco2)c2ccccc2)cc1 |
| -0.077 | CCCn1c(=N)n(CC(=O)O)c2ccccc21 |
| -1.1 | c1ccc(Cc2nn3c(C4COc5ccccc5O4)nnc3s2)cc1 (stereo unspecified) |
| 0.49 | CC[C@H](C)[C@@H]1NC(=O)c2cc([N+](=O)[O-])cc(F)c2OCC[C@@H](C(N)=O)NC(=O)[C@H](CCCCN)NC1=O |
| -0.74 | c1ccc(-c2ncc(CSc3nncn3-c3ccccc3)s2)cc1 |
| -0.61 | C=CCOC(=O)C1=C[C@@H](c2cn(C(C)=O)c3ccccc23)C[C@@H](OCc2ccc(CO)cc2)O1 |
| -0.35 | Cc1ccc(C)c(CSc2nnc([C@@H](N)C(C)C)o2)c1 |

Going on with the list:
| Cav3 T inh | canonical_smiles |
| --- | --- |
| -0.22 | COC(=O)c1c(NC(=O)c2ccc(Br)o2)sc(C)c1C |
| 0.67 | CCC(=O)c1ccc(OCCn2cncn2)cc1 |
| -1.4 | C[C@@H]1CC=C[C@H]2[C@H]1C(=O)N(Cc1ccccc1)[C@H]2c1ccc(-c2ccc(F)cc2)cc1F |
| 0.59 | COc1ccc(CNCCNC(=O)c2ccco2)c(OC)c1OC |
| 0.032 | CC(C)CC(=O)Nc1ccc2oc(-c3cccnc3)nc2c1 |
| 0.13 | Cc1c(NC(=O)c2ccccc2NS(=O)(=O)c2ccc(F)cc2)c(=O)n(-c2ccccc2)n1C |
| -5.1* | Cc1[nH][nH]c(=O)c1C(c1c(C)[nH][nH]c1=O)c1cn(Cc2cccc3ccccc23)c2ccccc12 |
| -2.2 | CCCCOc1ccc(/C=N/NC(=O)c2csc(C)c2C)cc1 |
| -0.29 | COC(=O)c1sccc1NC(=O)c1cc(-c2cccc(C)c2)nc2ccccc12 |
| 0.033 | CCOC(=O)c1sc(NC(=O)CSc2nc3c(cc2C#N)CCCCC3)c(C#N)c1C |
| -1 | CCOc1ccc(OCC)c(NS(=O)(=O)c2cccc3nsnc23)c1 |
| 0.56 | COCCCNC(c1ccccc1)c1ccncc1 (stereo unspecified) |

More results:
| Cav3 T inh | canonical_smiles |
| --- | --- |
| -3.7 | O=C(CSc1nnc(CNc2ccc(Cl)cc2)n1Cc1ccccc1)NCc1ccco1 |
| 0.66 | CCCCOc1ccc(Cl)cc1CSc1nncn1N |
| -0.52 | CCCCCN=C(C)c1c(O)c2ccccc2oc1=O |
| 0.14 | Cc1cc(C(=O)CN2C(=O)c3ccccc3C2=O)c(C)n1C1CC1 |
| 0.0045 | CCOC(=O)c1ncn2c1C(=O)OC2(C)C |
| 0.96 | Cc1nc2c(-c3ccc(F)cc3)c(C)nn2c(C)c1CCC(=O)N1CCOCC1 |
| -0.014 | COc1cc(OC)c2c(c1C(CCN1CCOCC1)c1ccc(N(C)C)cc1)OC(=O)CC2c1ccc(N(C)C)cc1 (stereo unspecified) |
| -0.23 | Cc1ccc(OC(=S)Nc2ccc(F)cc2)cc1 |
| -5.6* | CCOC(=O)Cc1csc(SCC(=O)Nc2cc(Cl)ccc2Oc2ccccc2)n1 |
| 1.2 | CC(=O)N1CCN(c2ccccc2NC(=O)c2cc(Br)ccc2Cl)CC1 |
| -0.35 | COc1ccc(NC(=O)CSc2nc3ncccc3[nH]2)cc1OC |
| 0.78 | CSc1oc(-c2ccco2)nc1S(=O)(=O)c1ccc(F)cc1 |

(cont.)
| Cav3 T inh | canonical_smiles |
| --- | --- |
| 0.31 | COC(=O)c1nc(NC(=O)c2ccccc2Cl)n[nH]1 |
| -1 | CC(C)c1nnc(NC(=O)CSc2ccccc2)s1 |
| -3.2 | Cc1cc(C)nc(SCc2nnc(SCC(=O)Nc3ccc(Cl)c(C(F)(F)F)c3)o2)n1 |
| 0.53 | CC(=O)c1cccc(NC(=O)CN(C2CCCCC2)S(C)(=O)=O)c1 |
| -0.68 | CCCCC(=O)Nc1ccc2c(c1)nc1n2CCOC1 |
| 0.036 | O=C(Nc1ccc(Cl)cc1)N(CCCN1CCOCC1)Cc1cccs1 |
| -0.18 | NS(=O)(=O)c1ccc(NS(=O)(=O)/C=C/c2ccccc2)cc1 |
| 0.013 | O=C(O)C1CCCN1c1ncccn1 (stereo unspecified) |
| -1.2 | CCOC(=O)c1cnn(-c2ccccc2)c1-n1cccc1 |
| 0.72 | COc1cccc(CNCCSc2nnnn2C)c1OC |
| -1.1 | COc1ccc(N(CC(=O)Nc2ccc(S(=O)(=O)N3CCOCC3)cc2)S(=O)(=O)c2ccccc2)cc1 |
| 0.06 | Cc1ccc(S(=O)(=O)N2CCN(c3ncnc4c3cnn4-c3ccccc3)CC2)cc1 |

Going on with the list.
| Cav3 T inh | canonical_smiles |
| --- | --- |
| -1.3 | c1ccc(-c2cc(-c3nnc4n3N=C(c3ccc5ccccc5c3)CS4)[nH]n2)cc1 |
| 0.059 | CCOc1ccccc1C(=O)NCC(=O)O |
| 0.83 | O=C(O)Cn1cc(C(=O)c2ccco2)c2ccccc21 |
| 1.2 | COc1ccccc1C1C(C(N)=O)=C(C)Nc2ncnn21 (stereo unspecified) |
| -1 | Cc1cccc2cc(C(c3nnnn3Cc3ccc4c(c3)OCO4)N3CCCC3)c(=O)[nH]c12 (stereo unspecified) |
| 0.0083 | O=C(CSc1nc2ccccc2c(=O)[nH]1)c1cccs1 |
| -6.1* | CCOC(=O)c1nnn(-c2nc(OC)nc(N3CCCCC3)n2)c1-c1ccccc1 |
| 1.8 | COc1ccc(-c2cc(C(F)(F)F)nc(SCCC(=O)N3CCN4CCCC4C3)n2)cc1 (stereo unspecified) |
| -0.12 | NS(=O)(=O)c1cccnc1Nc1cccc(Cl)c1 |
| -0.35 | CCN(CC)C(=O)c1[nH]cnc1C(=O)N[C@@H](CC(C)C)C(=O)OC(C)(C)C |
| 0.38 | Cc1cccc(-n2nnc(C(=O)NCc3ccco3)c2N)c1 |
| 0.19 | COc1ccc2cc(C(c3nnnn3CCc3ccccc3)N3CCC(O)CC3)c(=O)[nH]c2c1 (stereo unspecified) |

Later entries:
| Cav3 T inh | canonical_smiles |
| --- | --- |
| -0.029 | CCC(CC)C(=O)N1CCCC(c2nc(-c3cccs3)no2)C1 (stereo unspecified) |
| 0.24 | O=C(CS(=O)(=O)c1cn(Cc2cccc(F)c2)c2ccccc12)N1CCOCC1 |
| -0.098 | CCN(C(=O)CN1CCN(c2ccccc2O)CC1)c1c(N)n(Cc2ccccc2)c(=O)[nH]c1=O |
| -1.4 | Cc1cc(=O)oc2cc(OCc3cc4c(cc3Cl)OCO4)ccc12 |
| 0.62 | COc1cc(-c2nc(-c3ccncc3)no2)cc(OC)c1OC |
| -0.6 | N#Cc1ccc(Cl)cc1NC(=O)COC(=O)c1ccc2c(c1)OCCO2 |
| -0.011 | C/C=C\C=C\C(=O)Nc1cccc(C2=NOC3(C2)C[C@@H](C(N)=O)N(C(=O)C(c2ccccc2)c2ccccc2)C3)c1 (stereo partly specified) |
| -0.7 | O=C(CSc1nnnn1-c1cccc2c1CCCC2)N1CCOCC1 |
| -0.084 | CCOC(=O)CCCCC(=O)NC(CO)C(=O)NC (stereo unspecified) |
| -0.74 | C=CCN1C(=Nc2ccccc2)SC/C1=C\C(=O)OC |
| 0.29 | CC(C)OCC1CC(CC(=O)NC(=S)Nc2cccc([N+](=O)[O-])c2)C(=O)O1 (stereo unspecified) |
| 1.3 | CC(C)CCNC(=O)Cn1c(NCCC(C)C)nc2c1c(=O)n(C)c(=O)n2C |

Remaining list, next part.
| Cav3 T inh | canonical_smiles |
| --- | --- |
| 0.19 | CN(C)S(=O)(=O)N1CCN(C(=O)c2cccc(Br)c2)CC1 |
| -0.012 | COc1ccc(-n2c(C)nc3c(cnn3-c3ccc(Cl)cc3)c2=O)cc1 |
| -1.7 | O=C(NCc1ccccc1)C(=O)NCC1COc2ccccc2O1 (stereo unspecified) |
| 1.3 | O=C(Nc1ccccc1C(F)(F)F)c1cc(-c2ccc(O)cc2)on1 |
| -0.038 | COc1ccccc1Nc1nc(N)nc(CN2CCN(Cc3ccccc3)CC2)n1 |
| 0.27 | Cn1c(O)c(C2=c3ccccc3=NC2=O)sc1=Nc1ccc(Cl)cc1 |
| -1.2 | Cc1c(NC(=O)C2Cc3ccccc3CN2C(=O)c2ccco2)c(=O)n(-c2ccccc2)n1C (stereo unspecified) |
| -0.02 | Cc1ccc(O)c(CNc2ccccn2)c1 |
| -0.022 | CN(Cc1ccccc1)C(=O)CCCn1c(=O)[nH]c2cc(Cl)ccc2c1=O |
| -3.3 | CCC1S/C(=N\S(=O)(=O)c2cccs2)N(C2CCCCC2)C1=O (stereo unspecified) |
| 0.89 | C/C=C(\C)C(=O)NCCN1C2=NC[C@H](Cc3ccc(O)cc3)N2C[C@H]1Cc1ccc(O)cc1 |
| 0.39 | CCOC(=O)c1cc(C(C)(C)C)oc1CN |

New compounds follow.
| Cav3 T inh | canonical_smiles |
| --- | --- |
| 0.98 | COC(=O)CNC(=O)Cn1ccc2ccccc2c1=O |
| -0.41 | Cn1c(CNS(=O)(=O)c2ccc(Cl)cc2)n[nH]c1=S |
| 0.068 | CCN1CC2([N+](=O)[O-])C=CC(=O)C([N+](=O)[O-])(C1)C2CC(=O)c1ccccc1 (stereo unspecified) |
| 3.4 | CCOC(=O)/C=c1\s/c(=C(\C#N)C(=O)NC)n(-c2ccccc2)c1=O |
| -0.13 | O=C(NCCN1CCCCC1)Nc1ccc(F)c(Cl)c1 |
| -0.51 | COc1c2occc2c(OC)c2c(=O)cc(C(F)(F)C(F)(F)F)oc12 |
| 0.4 | Cn1c(=O)[nH]c(=O)c2[nH]c(CN3CCN(C(=O)c4ccco4)CC3)nc21 |
| -1.4 | O=C(CSc1nc(-c2ccccc2)cc(C(F)(F)F)n1)NCc1ccco1 |
| 0.27 | CC1CCN(CCOc2cc(Cl)ccc2Cl)CC1 |
| 0.14 | Cc1cccnc1NC(=O)C1CCN(S(=O)(=O)c2ccc3c(c2)CCC(=O)N3)CC1 |
| -0.49 | O=C1C2Sc3[nH]c(=O)sc3C(c3ccccc3)C2C(=O)N1c1ccccc1 (stereo unspecified) |
| 0.071 | Nc1ncnc2nc(SCc3ccccc3)[nH]c12 |

Later entries:
| Cav3 T inh | canonical_smiles |
| --- | --- |
| -0.34 | CCOc1cc2c(C)cc(=O)oc2cc1Cl |
| -0.0055 | Cc1cccc(/C=C2/SC(=O)N(Cc3ccccc3Cl)C2=O)n1 |
| -0.25 | NC1=NCc2ccccc21 |
| -0.002 | Nc1nc(Cl)cc(N2CCC(c3cc(-c4ccc(Cl)cc4)n[nH]3)CC2)n1 |
| -0.33 | COC(=O)[C@]12C(=O)C(C)=C(O)[C@@]1(C)C(C)=CC1[C@@]34CC[C@@H](OC(C)=O)C(C)(C)C3C(C[C@]12C)OC4=O (stereo partly specified) |
| 1 | CCc1nc(NCCC(C)C)c(C#N)c2c1CCCC2 |
| -0.029 | Cc1ccc(S(=O)(=O)N(C#N)c2nc(C)cc(C)n2)cc1 |
| -0.37 | CCSc1nc(C)nc2c1oc1ccccc12 |
| 0.63 | CN1CCN(S(=O)(=O)c2ccc(NC(=O)c3ccc(F)cc3)cc2)CC1 |
| 0.29 | COC(=O)c1ccc(C2CC(=O)NC3=C2C(=O)CCC3)cc1 (stereo unspecified) |
| 0.019 | Cc1ccccc1Cn1c2ccccc2c2cn[nH]c(=O)c21 |
| 0.67 | O=[N+]([O-])C1=CC=C2C(=NC3(CCCCC3)N2O)C1=NC1CCCCC1 |

(continued)
| Cav3 T inh | canonical_smiles |
| --- | --- |
| 1.3 | O=C(NC1CC1)C1=C[C@H](c2ccc(C(F)(F)F)cc2)C[C@H](OCc2ccc(CO)cc2)O1 |
| 0.88 | Cc1ccc(Cl)cc1NC(=O)c1ocnc1C |
| -0.23 | Cc1ccc2cc(CN(Cc3nnnn3Cc3ccco3)CC3CCCO3)c(=O)[nH]c2c1C (stereo unspecified) |
| 0.61 | CCCSc1cc(N2CCN(C)CC2)nc(-c2ccc(OC)cc2)n1 |
| -0.26 | OCCNCC1(O)C2CC3CC(C2)CC1C3 (stereo unspecified) |
| 0.58 | CCOc1ccc(NC(=O)C2CCN(C(=O)NCc3ccccc3)CC2)cc1 |
| 0.56 | CC(C(=O)N1CCC(C(N)=O)CC1)N(c1ccc(Oc2ccccc2)cc1)S(C)(=O)=O (stereo unspecified) |
| 1.5 | CCN(CC)S(=O)(=O)c1cccc(C(=O)Nc2ccccc2C(=O)N2CCOCC2)c1 |
| 0.45 | CCN(CC)CCN1C(=O)c2oc3ccccc3c(=O)c2C1c1ccc(F)cc1 (stereo unspecified) |
| -0.91 | O=C(c1cccs1)N1CCN(Cc2nc3ccccc3c(=O)[nH]2)CC1 |
| -0.057 | O=C1c2ccccc2C(=O)N1CC(O)COCc1ccccc1 (stereo unspecified) |
| -6.2* | CC(C)c1nc(N2CCN(C(=O)c3ccccc3)CC2)c(C#N)c2c1COC(C)(C)C2 |

The list continues.
| Cav3 T inh | canonical_smiles |
| --- | --- |
| 0.037 | CC(=O)OCCn1c(=O)c2cc3c(=O)n(CCOC(C)=O)c(=O)c3cc2c1=O |
| -0.76 | O=C(Nc1nncs1)c1ccccc1NS(=O)(=O)c1cccs1 |
| 1.5 | O=C(NCc1ccccc1)c1c[nH]c2ccc(S(=O)(=O)Nc3ccc4c(c3)OCCO4)cc2c1=O |
| 1 | COc1ccc(-c2cc(C(=O)N3CCN(Cc4ccccc4)CC3)no2)cc1OC |
| 0.45 | COc1ccccc1/C=C1\SC(=S)N(Nc2nc(C)cc(C)n2)C1=O |
| 0.04 | CCOC(=O)C1CCN(C(c2cc(OC)c(OC)c(OC)c2)c2sc3nc(C)nn3c2O)CC1 (stereo unspecified) |
